PV pol inh: poliovirus RNA polymerase inhibition. P03300. poliovirus polymerase elongation, fluorescence polarization; hits give low values. % elongation, % (compound at 16.7 µg/mL). hit rate 0.66% among 150,000; in the data active = % elongation below about 90%; note: some results filed as inactive read as strong as hits
Target sequence (P03300 1749-2209 limits assumed): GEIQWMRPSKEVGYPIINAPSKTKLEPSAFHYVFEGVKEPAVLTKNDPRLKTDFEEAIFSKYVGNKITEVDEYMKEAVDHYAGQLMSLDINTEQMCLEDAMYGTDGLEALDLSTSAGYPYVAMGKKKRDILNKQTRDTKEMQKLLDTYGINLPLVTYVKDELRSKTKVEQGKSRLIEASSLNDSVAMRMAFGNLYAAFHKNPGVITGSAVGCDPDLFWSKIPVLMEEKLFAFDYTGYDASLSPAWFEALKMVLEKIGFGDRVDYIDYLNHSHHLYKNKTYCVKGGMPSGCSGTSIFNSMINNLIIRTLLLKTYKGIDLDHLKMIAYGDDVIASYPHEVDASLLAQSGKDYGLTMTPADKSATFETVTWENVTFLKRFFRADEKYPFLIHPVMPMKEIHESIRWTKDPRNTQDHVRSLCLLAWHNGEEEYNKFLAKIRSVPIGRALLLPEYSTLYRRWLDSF
PV pol inh FP z-score: further read-out of PV pol inh, marked with its call; z-score; measured here: FP z-score; hits read low
Numbers without * were called inactive. An excerpt. The share of hits here may be higher or lower than overall.

smiles,PV pol inh,PV pol inh FP z-score
Cc1ccc(-c2nnc(SCC(=O)NCC3COc4ccccc4O3)o2)cc1 (stereo unspecified),100,-0.7
COc1ccc(CNC(=O)Cc2coc3ccc(C(C)C)cc23)cc1,113,-0.2
CC(C)NC(=O)N1c2ccccc2Sc2ccccc21,99,-0.4
COC(CNC(=O)c1cnn2c(C)c(Cc3c(C)cc(C)cc3C)c(C)nc12)OC,102,0.2
COc1ccc2[nH]c(C)cc(=O)c2c1,103,0.2
COc1ccc(S(=O)(=O)N(CC(=O)NCc2ccccc2)c2ccc(C)cc2)cc1OC,110,1.3
CCOc1cc(N2CCOCC2)c(OCC)cc1NC(=O)C1=NN(c2ccccc2)C(=O)CC1,102,0
O=C(CCCC(=O)c1ccccc1)Nc1ncn[nH]1,99,-1.2
CCOC(=O)c1c(/N=C/c2ccccc2O)sc(C)c1C,99,-0.4
CC1Cc2ccccc2N1C(=O)CSc1nncn1C (stereo unspecified),100,-0.9
O=C1CS/C(=N\S(=O)(=O)c2ccccc2)N1Cc1ccccc1,102,-0.2
COc1ccc(NC(=O)CSc2nc3ccccc3n2CC(=O)N(C)C2CCCCC2)cc1,104,-0.4
CC(C)(C)c1ccc(-c2noc(CCn3c(=O)oc4ccccc43)n2)cc1,106,0.4
CC(=O)/C=C(\O)c1ccc(Cl)cc1,114,0.9
CN(C)/C=C(\C#N)c1nc2ccccc2[nH]1,103,0.2
O=C(Nc1ccc(N2CCN(Cc3ccccc3Cl)CC2)cc1)c1ccc2c(c1)OCCO2,100,-0.2
NC(=O)COC(=O)Cc1cccc2ccccc12,104,0.1
O=C1C(=O)N(C2CCN(S(=O)(=O)c3ccc(F)cc3)CC2)CCN1Cc1ccccc1,113,1.3
Cc1ccc(-n2nc(C(=O)N3CCCC3)c3c4ccccc4n(C)c3c2=O)cc1,100,-1.1
CC(C)(C)c1ccc(N=Cc2ccccc2O)cc1,101,-0.1
CC1CCN(C(=O)Cn2c(SCC(=O)NC(C)(C)C)nc3ccccc32)CC1,102,0
CCOC(=O)c1c(S(=O)(=O)N2CCC(C(=O)Nc3cccc(C#N)c3)CC2)c(C)n(C)c1C,101,-0.9
O=C(Cc1c(F)cccc1Cl)OCN1C(=O)c2ccccc2C1=O,106,0.3
O=C(c1ccc2c(c1)N(Cc1ccc(Cl)cc1)C(=O)c1ccccc1S2(=O)=O)N1CCOCC1,109,0.5
O=C(NCCCN1CCCC1=O)c1ccccc1NS(=O)(=O)c1ccc(F)cc1,103,0
CN(C(=O)COC(=O)c1cc(=O)c2ccccc2o1)c1ccccc1,102,-0.4
CCN1CCN(C(=O)c2c(C)nn(-c3ccc(F)cc3)c2-n2cccc2)CC1,103,-1
Cn1c(=O)c2[nH]c(SCC(=O)C(C)(C)C)nc2n(C)c1=O,104,0.4
N#CC(=C1Nc2ccccc2N1)c1nc(C#N)c(C#N)nc1Cl,101,-0.2
CC(=O)N/C(=C\c1ccccc1)C(=O)OCc1nc(N)nc(Nc2ccccc2C)n1,102,-0.2
Cc1ccc(S(=O)(=O)NC(C(=O)Oc2ccc3c4c(c(=O)oc3c2)CCCC4)C(C)C)cc1 (stereo unspecified),107,0.4
O=c1c2ccccc2ncn1CCOc1cccc(C(F)(F)F)c1,102,-0.1
CCN(CC)C(=O)c1ccc(COc2ccccc2Cl)cc1,100,-0.1
O=C(NC(=S)N1CCCC1)c1ccccc1,101,0.3
C=CCn1c(CCN2CCCCC2)n[nH]c1=S,103,0
COC(=O)c1cc(C)nc2c1c(=O)nc(SCc1cc(C)ccc1C)n2C1CC1,110,0.4
N#Cc1oc2ccccc2c1NC(=O)CSc1nnc2n(-c3ccccc3)c(=O)c3ccccc3n12,106,0.5
O=C1CC(C(=O)N2CCOCC2)C2(CCCCC2)O1 (stereo unspecified),101,0.2
CCN(C(=O)c1cn(CC(C)C)c(=O)c2cc(OC)c(OC)cc12)c1ccccc1C,101,0.1
CC(=O)NCCNc1nc2c(S(=O)(=O)c3ccc(C)cc3)nnn2c2ccccc12,101,-0.3
COCCN1C(=O)/C(=C/c2sccc2C)SC1=S,101,-0.3
CCOC(=O)c1sc2ccccc2c1S(=O)(=O)Nc1cc(OC)ccc1OC,112,1.6
C=CCOc1nc(N(C)C)nc(N2CCOCC2)n1,103,0.7
C/C(=N\NC(=O)Cc1cc(=O)[nH][nH]1)c1ccco1,104,0.7
Cc1cc(C)n2c(SCC(N)=O)nnc2n1,98,-0.8
COc1cccc(CNC2CN3CCC2CC3)c1 (stereo unspecified),102,0.5
O=CNC1c2ccccc2Oc2ccccc21,101,0
CCN(CC)C(=S)NCCc1ccccc1,101,0.1
N#CC(Cc1cccs1)c1nc2ccccc2[nH]1 (stereo unspecified),101,-0.5
COCC(C)n1c(COc2ccccc2F)nnc1SCC(=O)OC(C)(C)C (stereo unspecified),100,-0.2
O=C(COC(=O)c1ccccc1)NC1CCCCCC1,102,0.2
O=C(Nc1cccc(-c2nc3ccccc3o2)c1)c1cc([N+](=O)[O-])ccc1N1CCOCC1,103,-0.2
CCOC(=O)c1ccccc1NC(=O)Cn1c(=O)n(-c2ccc(CC)cc2)c(=O)c2c(C)c(C(=O)N(C)C)sc21,107,0.3
CCCCNC(=O)c1cn(CC)c2ccc(S(=O)(=O)N(C)C3CCCCC3)cc2c1=O,101,0.1
CN(Cc1ccccc1)c1cc(N2CCC3(CC2)OCCO3)c2noc3c2c1C(=O)c1ccccc1-3,75,-4.3
NC(=O)COC(=O)COc1ccccc1,100,-0.3
CCCC1CCC(C(=O)NC(C(=O)O)C(C)C)CC1 (stereo unspecified),100,0
CCc1ccc(NC(=O)N(Cc2c[nH]c3ccccc23)C2CCCCC2)cc1,108,0.3
O=C(Nc1ccc(N2CCCC2)cc1)c1cc2ccccc2o1,104,0.4
CC1(C)Cc2cccc(C(=O)Nc3ccc(C(F)(F)F)cc3)c2O1,101,-0.1

(cont.)
smiles,PV pol inh,PV pol inh FP z-score
COc1ccc(C/C(C#N)=C/N2CCN(c3ccccc3F)CC2)cc1,102,0.1
CCN1C(=O)c2ccccc2S(=O)(=O)c2ccc(C(=O)NCc3ccccc3)cc21,106,0.1
O=c1c(Cl)c(Cl)cnn1C12CC3CC(CC(C3)C1)C2,102,-0.2
COc1ccc(C2=NC(C)(C)N(CC(=O)Nc3cccc(C)c3)C2=O)cc1,107,0.2
Cc1ccc(C(=O)NCc2ccccc2)cc1NC(=O)c1nsc2ccccc12,108,0.2
O=C(Cn1cncn1)N/N=C/c1cccs1,102,0.1
CCc1nnc2c(N3CCN(c4cccc(C)c4)C(C)C3)nc3ccccc3n12 (stereo unspecified),111,0.9
Cc1ccccc1CSc1cn(CC(=O)N2CCCC2)c2ccccc12,119,0.5
Oc1cccc(O)c1,103,1.1
Cc1oc2nc[nH]c(=O)c2c1C(=O)O,108,0.6
CC1CCN(S(=O)(=O)c2ccc(C(=O)Nc3nc(-c4ccncc4)cs3)cc2)CC1,105,0.8
O=C(Cc1cccs1)Nc1cccc(-c2nn[nH]n2)c1,103,0.2
CCc1cccc(NC(=O)CN(c2ccc(C)c(C)c2)S(=O)(=O)c2ccsc2C(=O)OC)c1,105,-0.1
Cn1nnnc1SCCNCc1ccc(OCc2ccc(Cl)cc2)cc1,104,-0.4
O=C(O)c1cccc(CSc2nnc(COc3ccccc3)o2)c1,101,0.1
CCN(CC)S(=O)(=O)c1ccc(N=Nc2sc(N)nc2-c2ccccc2)cc1,96,-0.3
CSc1ccccc1C(=O)N1CCN(c2ccccc2)CC1,95,-0.9
CCn1cc(C(=O)N2CCN(c3ccc(F)cc3)CC2)c(=O)c2cc(S(=O)(=O)N3CCOCC3)ccc21,101,-0.5
CCn1cc2c(n1)C(=O)N(c1ccccc1)C1c3ccccc3C(=O)N21 (stereo unspecified),103,1.2
CC1(C)CC(=O)C(C=NCCN2CCN(C3CC(=O)N(c4ccc(Br)cc4)C3=O)CC2)=C(O)C1 (stereo unspecified),101,0
CCC1CCCCN1C(=O)C1CCCCC1 (stereo unspecified),101,0.4
COc1ccc(-c2nc3ccc(C)cn3c2Nc2ccc3c(c2)OCO3)cc1,101,-0.5
O=c1[nH]ncc(Nc2ccc(F)cc2)c1Cl,111,0.8
Cc1c(C(=O)Nc2ccccc2Cl)oc2ccc(S(=O)(=O)N3CCOCC3)cc12,100,-0.2
O=C(NCCCN1CCOCC1)c1cccc(S(=O)(=O)N2CCCC2)c1,105,0.2
Cc1ccccc1Nc1c(-c2c[nH]c3ccccc23)nc2ccccn12,107,0.7
COc1ccc(C)cc1-n1c(C)nc2cc(C(=O)NCC(OC)OC)ccc21,100,-0.2
Cn1c(Cn2c(=O)sc3ccccc32)nnc1SCC(=O)NCc1ccccc1Cl,103,0.5
Cc1cc(C(=O)OCC(=O)N(C)Cc2ccccc2)c(C)o1,103,0.9
Cn1c(SC2CCCCC2=O)nnc1-c1ccncc1 (stereo unspecified),100,-0.4
O=S(=O)(c1ccc(Br)cc1)c1nnn2c1nc(NCc1cccs1)c1sccc12,109,0.4
O=C(Nc1cccc(-n2cnnn2)c1)c1ccccc1,102,0.1
COC(=O)CC1=C(C(=O)OC)C2(C(=O)N(C)c3ccccc32)C(C(=O)OC)=C(N)O1 (stereo unspecified),101,-0.2
O=c1c2cccnc2n(Cc2cccc(F)c2)c(=O)n1Cc1ccc(F)cc1,107,0.9
Cc1ccc(NC(=O)C2CCCN(S(=O)(=O)c3ccc4[nH]c(=O)ccc4c3)C2)cc1C (stereo unspecified),122,0.8
CCOC(=O)c1sc(=N)n(-c2ccc(OC)cc2)c1C,100,-0.3
CCc1ccc(-c2cc(C)no2)cc1S(=O)(=O)N(C)C1CCCCC1,105,2.3
CCN1CCN(CCCNC(=O)c2cnn(-c3ccc(OC)cc3)c2C2CCN(C(=O)OC(C)(C)C)CC2)CC1,108,0.4
COC(=O)c1cc(OC)c(OC)cc1NC(=O)Cc1ccc(OCc2c(C)noc2C)cc1,108,0.9
CCOC(=O)C1CCN(S(=O)(=O)c2csc(C(N)=O)c2)CC1,101,-0.6
CN(c1ccc(C(=O)Cn2nc(C(=O)O)c3ccccc3c2=O)cc1)S(C)(=O)=O,102,0
CCCC(C(=O)NC1CCCC1)N(C(=O)Cn1nnc(-c2ccc(C)o2)n1)c1ccccc1 (stereo unspecified),105,0.7
O=C(NC1CCCc2ccccc21)c1ccc(S(=O)(=O)NCc2ccco2)cc1 (stereo unspecified),99,-0.4
COc1ccc(/C=C/c2nc3ccccc3c(=O)n2-c2ccc(C)cc2)cc1O,108,0.1
COc1cc(C=Nc2ccc(Br)c(Cl)c2)ccc1O,109,0.6
CCCCn1c(=O)c2oc3ccccc3c2n(Cc2ccc(OC)cc2)c1=O,113,1.3
COc1ccc(C)cc1-n1c(-c2ccc(Cl)cc2)cc2c1CC(C)(C)CC2=O,105,-0.6
CCc1cccc(C)c1NC(=O)CC1Oc2ccc(C)cc2NC1=O (stereo unspecified),107,0.9
CCOc1cc(/C=C(\C#N)C(=O)Nc2ccccc2C)ccc1OCc1cc(=O)n2nc(CC)sc2n1,110,0.6
COC(=O)c1cc2sccc2n1Cc1ccccc1,107,0.1
Cc1nc(SC(C)C(=O)NCc2ccc3c(c2)OCO3)nc(C)c1C (stereo unspecified),105,0.3
O=C(CCn1nc(-c2ccccc2)c2ccccc2c1=O)N1CCCCC1,101,-0.3
COc1ccc(NC(=O)Cn2c(=O)n(CCc3ccccc3)c(=O)c3sc4ccccc4c32)cc1,103,-0.5
CCOC(=O)Nc1ccc2c(c1)Nc1ccccc1S2,102,0.3
O=C(CSC1=NCCN1)Nc1cc(C(F)(F)F)ccc1Cl,97,-1.8
COc1ccc(Nc2c(-c3cccc(O)c3)nc3ncccn23)cc1,105,1.5
Cc1coc(NC(=O)CSc2nc(-c3ccc4c(c3)OCO4)cc(C(F)(F)F)c2C#N)n1,100,0.1
CN(C)[C@@H]1C(=O)C(C(=O)NCN2CCCC2)=C(O)[C@@]2(O)C(=O)C3=C(O)c4c(O)cccc4[C@@](C)(O)C3CC12 (stereo partly specified),96,-0.4
Cc1cc(=O)[nH]c(N/N=C/C2CC=CCC2)n1 (stereo unspecified),101,-0.3
COc1ccc(-n2nc(C)cc2N)cc1,103,0.5

The listing continues:
smiles,PV pol inh,PV pol inh FP z-score
O=C(O)c1cccc(-c2ccc(/C=C3/SC(=O)N(c4ccccc4)C3=O)o2)c1,104,0
Nc1nc(SCC(=O)Nc2cccc(C(F)(F)F)c2)n[nH]1,102,-1.4
Cc1oc2ncn(CC(C)C)c(=O)c2c1C(=O)Nc1cccc(C(F)(F)F)c1,110,0.4
CCn1c2ccccc2c2nnc(SCCN3CCCCC3)nc21,105,0.3
CCCCN(C)c1ncnc2onc(-c3ccc(Cl)cc3)c12,102,0.7
CCn1cnc2ccccc21,100,-0.5

2 of the compounds above, with each value named.
CCCCN(C)c1ncnc2onc(-c3ccc(Cl)cc3)c12
  PV pol inh = 102; PV pol inh FP z-score = 0.7

CCn1cnc2ccccc21
  PV pol inh = 100; PV pol inh FP z-score = -0.5

Entries of single compounds, quoted from the list. Order of screens: PV pol inh | PV pol inh FP z-score
Cc1oc2ncn(CC(C)C)c(=O)c2c1C(=O)Nc1cccc(C(F)(F)F)c1 as listed: 110 | 0.4
CCn1c2ccccc2c2nnc(SCCN3CCCCC3)nc21 as listed: 105 | 0.3
O=C(O)c1cccc(-c2ccc(/C=C3/SC(=O)N(c4ccccc4)C3=O)o2)c1 as listed: 104 | 0
CCCCN(C)c1ncnc2onc(-c3ccc(Cl)cc3)c12 as listed: 102 | 0.7
CCn1cnc2ccccc21 as listed: 100 | -0.5

High-throughput results from PubChem BioAssay.
